# Bioassay records as filed in PubChem BioAssay.
# BH1578 lux ind: inducers of Vibrio cholerae quorum light production without autoinducers. V. cholerae BH1578 lux reporter, luminescence, 6 h. activation, % at 18.7 µM. hit rate 0.16% among 350,000; in the data active means activation mostly above about 9.7%, no sharp cut-off; further: not every result past the cut was called active; inactives centre near 0; reference of the scale not given here
# MazF activator: increases E. coli MazEF RNase cleavage of RNA; FAM/BHQ RNA-DNA oligo cleavage fluorescence, 5 h; activation, % at 20 µM; hit rate 0.32% among 350,000; AID 504720; in the data active means activation above about 50%
# Target sequence (P0AE70 whole entry, looked up): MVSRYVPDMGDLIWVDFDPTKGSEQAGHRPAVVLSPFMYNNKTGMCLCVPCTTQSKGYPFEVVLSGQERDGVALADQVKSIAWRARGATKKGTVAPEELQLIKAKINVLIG
# 3CLpro inhibitor: SARS-CoV 3CLpro protease inhibition | recombinant SARS-CoV 3CLpro, quenched FRET peptide cleavage | hit rate 0.14% among 290,000 | inhibition, % at 6 µM | P0C6X7; in the data active means inhibition above about 12%
# PriA SSB inh: K. pneumoniae PriA-SSBct interaction inhibition; hit rate 0.6% among 430,000; inhibition, % at 33 µM; AlphaScreen SSBct-PriA binding, biotinylated peptide; in the data active means inhibition mostly above about 37%, no sharp cut-off; inactive means mostly below about 20%;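 further: plate controls were negative control peptide for no effect and reference peptide for full effect; strong numbers were not always called active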
# DUSP3 inh: DUSP3 (human) phosphatase inhibition. AID 1654. recombinant VHR phosphatase, pNPP absorbance. inhibition, % at 13.3 µM. hit rate 0.52% among 290,000. P51452; in the data active means inhibition above about 50%; further: some compounds called inactive have numbers as strong as hits
# Target sequence (P51452 whole entry, looked up): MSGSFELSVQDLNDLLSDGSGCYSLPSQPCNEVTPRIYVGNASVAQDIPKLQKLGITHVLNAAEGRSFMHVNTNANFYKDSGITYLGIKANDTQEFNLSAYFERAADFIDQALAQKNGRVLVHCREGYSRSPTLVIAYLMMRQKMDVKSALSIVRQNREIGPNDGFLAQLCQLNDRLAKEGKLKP
# Yp Topo-I inh: inhibitors of Yersinia pestis topoisomerase I | activity, % at 10 µM | hit rate 0.064% among 360,000 | Y. pestis Topo-I cleavage product accumulation, plate reader; in the data active means activity above about 50%, passing the limit was not always enough; further: inactives centre near 2
# CCHFV vOTU inh: blocks the CCHF virus ovarian tumor domain protease. AID 651958. inhibition, % at 11.5 µM. hit rate 0.55% among 370,000. CCHFV vOTU protease, Pep-AMC fluorescence; in the data active means inhibition above about 30%; further: 0% = vehicle wells with enzyme and 100% = no enzyme wells
# Rv3671c inh: inhibitors of M. tuberculosis serine protease Rv3671c; inhibition, % at 5.96 µM; hit rate 0.048% among 320,000; AID 2606; P9WHR9; in the data active means inhibition above about 38%;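 further: extracellular domain of Rv3671c used as enzyme; 0% = enzyme with DMSO and 100% = no enzyme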
# Target sequence (P9WHR9 whole entry, looked up, the tested form may be a part): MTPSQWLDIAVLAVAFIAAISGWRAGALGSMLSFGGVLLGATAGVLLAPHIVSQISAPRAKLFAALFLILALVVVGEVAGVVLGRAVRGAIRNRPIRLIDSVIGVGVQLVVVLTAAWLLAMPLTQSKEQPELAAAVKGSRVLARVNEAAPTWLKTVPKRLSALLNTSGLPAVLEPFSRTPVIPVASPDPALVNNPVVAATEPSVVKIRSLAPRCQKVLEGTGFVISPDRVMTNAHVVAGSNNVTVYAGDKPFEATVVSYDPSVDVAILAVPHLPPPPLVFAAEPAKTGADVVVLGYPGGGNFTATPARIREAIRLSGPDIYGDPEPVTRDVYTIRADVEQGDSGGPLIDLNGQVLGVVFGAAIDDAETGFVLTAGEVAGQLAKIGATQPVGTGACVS
# TcdB GH inh: TcdB glycohydrolase inhibition; P18177; TcdB glycohydrolase enzymatic assay, plate reader; inhibition, % at 9.99 µM; hit rate 0.24% among 350,000; in the data active means inhibition above about 10%
# PrPC TRFRET: reduces human prion protein on the cell surface. cell surface PrPC, TR-FRET read-out. inhibition, % at 13.8 µM. hit rate 0.43% among 370,000; in the data active means inhibition above about 24%; further: 0% = median of the test wells and 100% = reference compound wells
# * = called active by the depositor; i = inactive; nt = not tested or not shown; & = joins results of further samples.
SMILES,BH1578 lux ind,MazF activator,3CLpro inhibitor,PriA SSB inh,DUSP3 inh,Yp Topo-I inh,CCHFV vOTU inh,Rv3671c inh,TcdB GH inh,PrPC TRFRET
CCOC(=O)c1c(C)oc2c1c(C=NCCO)c(O)c1ccccc12,-0.3,8.5,9.1,12.8,24.7,5.5,15.7,nt,-0.6,-10.8
COCc1ccc(CN2CCC(CO)(CC3CCCCO3)CC2)o1 (stereo unspecified),i,8.4,-5.7,-1.6,11.0,-7.8,8.1,0.2,0.1,1.2
CC(C)(C)OC(=O)C[C@H]1C/C=C\C[C@H](CC(=O)NCCO)C(=O)NC[C@@H](c2ccccc2)OC1=O,i,-0.1,nt,0.1,nt,-10.8,-1.7,1.6,0.5,-2.9
Cc1ccc(C)c(S(=O)(=O)N/N=C/c2ccc(N3CCOCC3)cc2)c1,0.3,2.5,-0.1,i,11.2,-7.5,13.9,4.3,1.6,-0.9
COc1ccc(C/C(N)=N/OC(=O)c2ccco2)cc1OC,i,1.3,-5.3,nt,16.5,2.9,3.7,8.2,-0.1,-7.0
Cc1nc(N/N=C/c2ccccc2)nc(N(C)c2ccccc2)c1[N+](=O)[O-],-0.3,19.5,3.0,nt,7.7,2.3,-28.6,8.2,nt,-3.2
CCCNC(=O)N(C)C[C@H]1Oc2cc(Br)ccc2S(=O)(=O)N([C@@H](C)CO)C[C@@H]1C,-0.4,11.2,nt,nt,nt,-6.1,-1.7,nt,-0.4&3.1&0.4,6.3
CC(c1cccs1)N(Cc1ccco1)C(=S)Nc1ccc(F)c(Cl)c1 (stereo unspecified),0.8,0.2,-2.2,-4.6,24.9,0.1,11.9,-2.2,0.5,2.6
Cc1cc(NC(=O)COC(=O)COc2cccc3c2OC(C)(C)C3)no1,i,5.7,-3.1,-10.2,27.0,-5.0,-4.7,3.0,nt,3.3
O=C(CN1CCN(C(=O)c2ccccc2)CC1)Nc1cccc(S(=O)(=O)N2CCCC2)c1,i,1.4,nt,-3.5,nt,-2.9,13.6,nt,-2.0,3.3
COc1ccc(C(=O)OCC(=O)N2CCN(C(=O)c3ccco3)CC2)c(OC)c1OC,0.2,8.8,nt,nt,nt,-1.7,-0.1,nt,-10.4,15.1
Cc1ccc(C)c(N=Cc2c(O)c3ccccc3oc2=O)c1,-0.9,11.0,-4.7,-21.3,39.1,-1.7,nt,2.5,nt,nt
CC(=O)c1cccc(S(=O)(=O)N(CCCO)Cc2cc3ccc(C)cc3[nH]c2=O)c1,-0.2,-0.1,1.9,-2.1,6.6,-0.4,7.6,-14.6,nt,-0.4
N#CN1CCC(NS(=O)(=O)c2ccc(C(F)(F)F)cc2)C1 (stereo unspecified),-0.6,-1.5,nt,-5.9,nt,-3.8,12.6,3.4,1.5,-0.5
O=C1CCC/C(=N/NC(=O)c2ccc(CN3c4cccc5cccc(c45)S3(=O)=O)cc2)C1,-0.2,2.9,-0.2,nt,5.7,20.1,0.1,-3.5,nt,4.9
Cc1nnn(C23CC4CC(CC(CC(=O)Nc5ccc(C)c(Cl)c5)(C4)C2)C3)n1,-0.4,-0.2,3.4,-6.8,7.6,0.2,-4.0,-8.5,nt,0.5
Cc1ccccc1N(C(=O)Cn1nnc2ccccc21)C(C(=O)NCc1ccco1)c1ccncc1 (stereo unspecified),-0.5,5.9,0.3,0.5,25.6,-2.1,5.7,1.6,nt,-2.2
COC(=O)c1ccccc1NC(=O)C12CC3CC(C1)CC(n1cnc(Cl)n1)(C3)C2,-0.3,0.6,4.0,8.1,9.4,3.2,10.4,1.8,nt,-1.6
COc1ccc(NC(=O)C2(C)CCN2C2Cc3ccccc3C2)cc1OC (stereo unspecified),i,nt,nt,nt,nt,22.6,-4.3,nt,1.6,-7.4
Cc1onc(-c2c(F)cccc2Cl)c1C(=O)NCc1ccccc1,-2.4,5.9,-9.1,-2.6,1.3,4.1,4.6,-1.4,-0.1,0.7
Cc1ccc(/C=N/NC(=O)c2ccccn2)o1,-0.1,-1.4,2.5,nt,46.3,5.0,8.2,-5.2,-0.2,0.1
O=c1c2ccccc2nc(SCc2ccccc2)n1Cc1ccco1,-0.6,-5.2,4.2,-15.1,4.5,34.2,-5.0,26.8,nt,8.9
CCOC(=O)c1cnn(-c2ccc(Cl)cc2)c1C1CCN(C(=O)OC(C)(C)C)CC1,-1.6,6.8,-1.3,-2.8,16.1,6.6,-4.9,-2.2,nt,-2.5
Nc1c(-c2ccc(Cl)cc2)cnn1-c1cccc([N+](=O)[O-])c1,-0.4,-0.1,6.8,-13.1,26.9,-6.0,1.4,3.7,nt,-52.5
COc1cc(C(=S)N2CCOCC2)cc(OC)c1OC(=O)c1ccccc1[N+](=O)[O-],i,-19.7,-5.0,5.8,-17.9,-3.7,8.8,-6.7,1.3,-10.8

# Next part
SMILES,BH1578 lux ind,MazF activator,3CLpro inhibitor,PriA SSB inh,DUSP3 inh,Yp Topo-I inh,CCHFV vOTU inh,Rv3671c inh,TcdB GH inh,PrPC TRFRET
CC(=O)Nc1nc(C)c(Oc2ccc(C)cc2)c(=O)[nH]1,-0.3,6.3,1.8,-1.1,-7.9,0.1,-7.0,3.5,0.7,0.1
COc1cc(C2C3=C(COC3=O)Oc3cc4c(cc32)OCO4)cc(OC)c1OC(C)=O (stereo unspecified),-1.0,-6.0,nt,-3.4,nt,-3.1,-0.9,nt,1.4,10.2
CCOc1ccc(S(=O)(=O)N2CCCCC2)cc1NC(=O)c1ccccc1,-3.2,5.5,nt,-5.3,nt,-2.5,9.1,nt,1.8,1.8
O=C(N/N=C1\C2CN3CCN(C2)CC1(c1ccccc1)C3)c1ccc(F)cc1,-0.3,3.6,-4.2,nt,7.4,0.7,-12.1,-1.6,-0.4,11.1
CC(=O)Nc1ccc(Nc2nc(C)c([N+](=O)[O-])c(Nc3ccc(NC(C)=O)cc3)n2)cc1,0.6,2.6,-3.0,9.0,4.3,-16.7,1.2,0.4,nt,-26.2
Nc1cc(N)nc(SCCN2CCCCC2)n1,3.8,-6.3,1.1,-0.4,28.0,1.9,-20.5,-0.5,nt,-4.7
CC(C)[C@H](NC(=O)[C@@H]1CSCN1C(=O)OC(C)(C)C)C(=O)NCC1CCC(C(=O)O)CC1 (stereo partly specified),8.5,0.4,7.6,-10.4,24.4,3.5,8.5,-8.8,nt,1.0
CC1=C(C(=O)Nc2ccccc2C)C(c2ccc(C)o2)n2c(s/c(=C/c3ccccc3)c2=O)=N1 (stereo unspecified),6.2,-12.3,0.6,nt,-1.7,-8.1,5.3,3.3,nt,-0.9
Cc1cccc(C)c1NC(=S)NC1CCCCC1,0.3,2.1,1.8,5.1,18.1,0.0,7.1,6.0,7.2,-4.3
Cn1c(C(=O)O)cnc1Sc1ncc(C(F)(F)F)cc1Cl,1.6,3.0,2.0,-8.6,8.6,3.0,3.6,-7.1,6.6,-6.1
COC(=O)[C@H](CCSC)NC(=O)Nc1ccc(C)c(C)c1,-0.2,10.2,2.5,-10.9,-3.8,6.7,-8.0,4.8,nt,10.0
CCOc1ccccc1NC(=O)CSc1n[nH]c(N)n1,-1.6,10.9,1.3,-11.3,-9.4,0.7,-8.4,-1.4,2.0,3.5
Cc1ccc2c(Cl)cc(Cl)c(OCC(=O)O)c2n1,i,0.7,1.8,-12.5,56.2*,6.1,1.3,2.0,-0.1,-5.9
O=C(NCCCN1CCCC1)Nc1ccc(F)cc1,-0.6,5.0,-1.7,-2.5,27.1,1.0,-2.9,7.1,-0.6,4.6
CCC1Oc2ccc(C)cc2N(CC(=O)N2CCCC2)C1=O (stereo unspecified),-0.8,-18.9,5.5,-0.6,16.5,-0.5,-6.2,2.8,-0.2,6.9
COc1ccc(/C=N/Nc2nc(N3CCCCC3)nc(N3CCCCC3)n2)cc1[N+](=O)[O-],-0.3,-0.3,6.4,nt,4.2,-7.6,-12.6,-9.6,0.7,-3.0
O=C(NCc1ccco1)C(c1ccc(F)cc1)N(CC1CCCO1)C(=O)Cn1nnc2ccccc21 (stereo unspecified),-0.5,6.6,2.6,-8.8,17.5,2.6,7.3,3.5,nt,2.0
Oc1ccc(-c2nc(-c3ccc(F)cc3)c(-c3ccncc3)[nH]2)cc1,3.6,-0.8,nt,16.5,nt,-13.7,6.5,-1.3,2.8,-9.9
CCOC(=O)C1CCN(C(=O)CC2C(=O)N(Cc3ccccc3)C(C)c3nc4ccccc4n32)CC1 (stereo unspecified),-0.6,3.1,-4.6,-12.0,3.6,9.6,-15.2,-5.0,nt,1.8
CN(C)S(=O)(=O)c1cccc(NC(=O)COC(=O)c2ccc3c(c2)OCO3)c1,-1.7,-7.5,-4.1,0.8,-7.4,-2.7,-14.6,5.5,nt,3.7
CNC(=O)c1c[nH]c2ccc(S(=O)(=O)Nc3ccccc3F)cc2c1=O,i,-2.0,-6.7,-4.1,31.1,-1.1,-3.2,-12.3,0.3,0.6
COc1ccc(CN(CC2CCC(C(=O)O)CC2)C(=S)Nc2cc(C)cc(C)c2)cc1 (stereo unspecified),-0.1,-17.4,-0.6,-3.6,-6.2,25.4,5.3,6.0,4.5,-8.7
Cc1ccccc1C(=O)NCC(=O)OC(C)C(=O)NCc1ccco1 (stereo unspecified),-5.6,0.1,nt,-2.4,nt,2.3,0.5,5.4,2.4,4.5
CCC(=O)N/N=C/c1ccc(OS(=O)(=O)c2ccccc2)cc1,-0.3,0.9,9.2,nt,4.0,-0.2,-8.2,-4.7,nt,3.7
Cc1nn(C(C)C(=O)N2CCCC2)c(=O)c2nn(-c3ccccc3)c(C)c12 (stereo unspecified),i,2.4,4.8,-0.7,-11.5,15.9,-11.1,-0.5,0.6,-2.7

# The list goes on.
SMILES,BH1578 lux ind,MazF activator,3CLpro inhibitor,PriA SSB inh,DUSP3 inh,Yp Topo-I inh,CCHFV vOTU inh,Rv3671c inh,TcdB GH inh,PrPC TRFRET
O=C(C1=C[C@@H](c2coc3ccccc3c2=O)C[C@@H](OCc2ccc(CO)cc2)O1)N1CCN(Cc2ccccc2)CC1,-1.3,-8.3,-3.3,6.7,17.5,2.7,nt,-0.4,0.4,nt
CCN(CC)CCN1C(=O)C(=O)/C(=C(/O)c2c(C)[nH]c(C(=O)OC)c2C)C1c1ccc(OC)cc1 (stereo unspecified),-0.4,7.3,-0.7,nt,17.4,0.9,3.5,-1.6,nt,3.6
CCOC(=O)C1CCN(C(=O)c2ccc(OCC(=O)Nc3cccc(C(F)(F)F)c3)c(OC)c2)CC1,i,1.6,nt,-8.3,nt,24.4,6.4,-0.5,-0.6,-0.6
COCCCNC(=O)CSc1nc2c(sc3ccccc32)c(=O)n1CCCC(=O)NCC1CCCO1 (stereo unspecified),i,4.1,0.3,-7.6,5.5,0.3,-12.2,3.4,-1.0,-3.6
O=C1C2C3C=CC(C4CC34)C2C(=O)N1/N=C/c1ccc(-c2ccc(F)cc2[N+](=O)[O-])o1 (stereo unspecified),0.4,-2.9,8.5,nt,26.9,-2.1,5.8,3.6,nt,-12.2
Cc1ccc2nc(-c3ccncc3)cc(C(=O)Nc3ccc(OC(F)F)cc3)c2c1,-0.1,15.2,0.1,-6.6,125.6,13.1,11.4,-21.7,0.1,-7.2
O=[N+]([O-])c1cc(/C=N\Nc2ccccn2)ccc1Cl,7.7,5.6,1.7,nt,12.2,2.0,4.3,-1.0,-0.3,-7.8
O=C(/C=C/c1ccc2c(c1)OCO2)NCCS(=O)(=O)N1CCN(c2ccccc2)CC1,-0.5,-4.2,nt,nt,nt,-3.6,6.5,nt,0.9,2.5

# Gathered by group: the entries above with a COOH group
SMILES,BH1578 lux ind,MazF activator,3CLpro inhibitor,PriA SSB inh,DUSP3 inh,Yp Topo-I inh,CCHFV vOTU inh,Rv3671c inh,TcdB GH inh,PrPC TRFRET
CC(C)[C@H](NC(=O)[C@@H]1CSCN1C(=O)OC(C)(C)C)C(=O)NCC1CCC(C(=O)O)CC1 (stereo partly specified),8.5,0.4,7.6,-10.4,24.4,3.5,8.5,-8.8,nt,1.0
Cn1c(C(=O)O)cnc1Sc1ncc(C(F)(F)F)cc1Cl,1.6,3.0,2.0,-8.6,8.6,3.0,3.6,-7.1,6.6,-6.1
Cc1ccc2c(Cl)cc(Cl)c(OCC(=O)O)c2n1,i,0.7,1.8,-12.5,56.2*,6.1,1.3,2.0,-0.1,-5.9
COc1ccc(CN(CC2CCC(C(=O)O)CC2)C(=S)Nc2cc(C)cc(C)c2)cc1 (stereo unspecified),-0.1,-17.4,-0.6,-3.6,-6.2,25.4,5.3,6.0,4.5,-8.7

# This is a subset; the hit share may differ from the screen's.
